# HCMV inh = blocks human cytomegalovirus replication. AID 1259415. activity change, negative = inhibition, % at 57.5 µM. HFF cells, HCMV-luciferase reporter, 72 h; active compounds read low. actives 4.5% (n = 410,000); in the data active = activity change below about -60%; inconclusive = no clear call, values can overlap the other calls; inactive = above about -39%; also: % is scaled to controls: 0 for no effect and ±100 for the full control effect
#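 Steps: HFFs plated, 16 h 37C; compounds added; HCMV-luciferase added to MOI 1 PFU/cell; 72 h 37C; OneGlo reagent, 5 min room temperature; luminescence read, normalized to controls.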
# AmpC inh no detg = blocks E. coli AmpC beta-lactamase in detergent-free assay; P00811; Potency, µM (highest dose often 57.1 µM), for inactives: top-dose activity change, negative = inhibition, usual class: inhibitors; AID 485341; AmpC nitrocefin hydrolysis, absorbance 480 nm, 0.0001% Triton; actives 0.52% (n = 330,000);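 also: potency is read from the fitted curve at half-maximal effect; plate controls were no compound for no effect and no enzyme for full effect; nearly all actives have a fitted effect of over 20% in size; some results filed as inactive show a strong effect at the top dose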
# Target sequence (P00811 whole entry, looked up): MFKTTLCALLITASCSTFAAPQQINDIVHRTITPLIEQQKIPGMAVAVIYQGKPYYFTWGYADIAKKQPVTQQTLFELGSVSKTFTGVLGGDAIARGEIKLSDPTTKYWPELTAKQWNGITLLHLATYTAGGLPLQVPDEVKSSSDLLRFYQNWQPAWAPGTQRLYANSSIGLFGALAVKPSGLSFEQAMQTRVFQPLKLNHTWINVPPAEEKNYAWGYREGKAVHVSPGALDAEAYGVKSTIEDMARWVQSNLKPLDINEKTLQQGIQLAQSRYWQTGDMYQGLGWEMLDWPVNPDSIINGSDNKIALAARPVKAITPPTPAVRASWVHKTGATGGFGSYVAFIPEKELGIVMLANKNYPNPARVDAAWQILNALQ
#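 20 mM phosphate pH 7.0 + 0.01% (detergent screen) or 0.0001% Triton X-100; 5.3 nM AmpC reagent; cpd preinc 15 min RT; nitrocefin (800 uM stock) to start; A480 q20 s × 4 min; Activity was normalised to no-enzyme and no-compound control wells.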
# AmpC detergent = blocks E. coli AmpC beta-lactamase in detergent assay | AmpC hydrolysis of nitrocefin, absorbance 480 nm, 0.01% Triton | AID 485294 | actives 0.041% (n = 370,000) | Potency, µM (doses to about 114 µM), for the others: top-dose activity change, negative = inhibition, actives largely listed as inhibitors | P00811;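 also: potency is read from the fitted curve at half-maximal effect; 0% = no-compound wells and -100% = no-enzyme wells; nearly all actives have a fitted effect of over 25% in size; some results filed as inactive show a strong effect at the top dose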
#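 AmpC (5.3 nM in the dispensed reagent) in 20 mM phosphate pH 7.0 with 0.01% (detergent screen) or 0.0001% Triton X-100 was preincubated with compounds for 15 min at room temperature. Nitrocefin was then added from an 800 uM solution, and hydrolysis was followed at 480 nm.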
# AMA1 RON2 block = AMA1-RON2 (P. falciparum) interaction inhibition; AlphaScreen AMA1-biotinylated RON2 peptide binding; Potency, µM (doses to about 58.2 µM), for the others: top-dose activity change, negative = inhibition, hits mostly inhibitors; AID 720542; actives 0.2% (n = 360,000);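 also: potency is read from the fitted curve at half-maximal effect; 0% = vehicle wells and -100% = peptide control; nearly all actives have a fitted effect of over 45% in size; some results filed as inactive show a strong effect at the top dose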
#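 AMA1 (3D7) with his tag at 25 nM final met compounds first, then biotinylated RON2 peptide at 25 nM; detection used donor plus acceptor beads, 10 µg/mL apiece, read by AlphaScreen after 30 min at room temperature.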
# FBPA Giardia inh = inhibitors of Giardia lamblia fructose-1,6-bisphosphate aldolase; Potency, µM (series often up to 59.6 µM), for the others: top-dose activity, negative = inhibition, actives largely listed as inhibitors; purified Giardia FBPA; A8B2U2; actives 0.71% (n = 290,000); also: potency is read from the fitted curve at half-maximal effect; % is scaled to controls: 0 for no effect and ±100 for the full control effect; nearly all actives have a fitted effect of over 55% in size
# Target sequence (A8B2U2 whole entry, looked up): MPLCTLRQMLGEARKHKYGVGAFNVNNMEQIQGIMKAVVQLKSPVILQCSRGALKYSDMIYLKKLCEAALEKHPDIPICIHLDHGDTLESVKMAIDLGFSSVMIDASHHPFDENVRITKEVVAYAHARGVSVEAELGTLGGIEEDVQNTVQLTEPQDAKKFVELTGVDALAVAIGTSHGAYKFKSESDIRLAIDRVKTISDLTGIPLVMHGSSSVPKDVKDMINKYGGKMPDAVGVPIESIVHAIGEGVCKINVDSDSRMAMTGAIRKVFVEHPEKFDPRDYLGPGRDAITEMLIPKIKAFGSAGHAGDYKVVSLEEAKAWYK
#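 40 nM FBPA preincubated 10 min at RT with compound (up to 57.5 uM final), then substrate plus GAPDH/TPI/NAD/arsenate coupling and diaphorase/resazurin added. Fluorescence read after 20 min at RT, 525/598 nm.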
# CHX counter = counter-screen hit for Shiga toxin inhibitors, cycloheximide; cell reporter, cycloheximide protein synthesis inhibition counterscreen; max response, %; actives 12% (n = 300,000); in the data active = max response mostly above about 13%, no sharp cut-off; inactive = mostly below about 14%; also: read at 38.3 µM for the half of the compounds with a filed dose; 0% is about no effect
# Shiga inhibitor = inhibitors of Shiga toxin in Vero cells; Vero cells, Shiga toxin protein synthesis inhibition reporter; inhibition, % at 38.7 µM; actives 9.2% (n = 290,000); in the data active = inhibition mostly above about 28%, no sharp cut-off; inactive = mostly below about 43%; also: 0% is about no effect
# An asterisk follows results filed as active; u = inconclusive; x = no result given; [ ] = remark or other dose. Unless noted, calls follow the shape of the dose curve; as a rule, active = well fitted curve in the direction sought with a large enough effect; inconclusive = small, poorly fitted or top-dose-only effect, or another doubt; inactive = no such curve, though single readings can be large; an effect the other way counts as inactive or inconclusive.
SMILES,HCMV inh,AmpC inh no detg,AmpC detergent,AMA1 RON2 block,FBPA Giardia inh,CHX counter,Shiga inhibitor
COc1ccccc1NC(=O)Cn1cnc2c(oc3nc4c(cc32)CCCC4)c1=O,-34,-2%,-7%,-11%,11%,-2,-10
O=C(Cn1ncc2c(=O)oc3ccccc3c21)N(Cc1ccco1)C1CCCCC1,-16,-16%,u,-2%,-1%,1,48*
CC(=O)Nc1sc(C)c(C)c1C(=O)OC(C)C,61,2%,2%,4%,6%,5,-5
O=C(c1ccc2oc(Cc3ccc(Cl)cc3)nc2c1)N1CCCCC1CCO (stereo unspecified),27,176%[activator],3%,9%,x,17,13
Cc1nn(C)cc1C(C(=O)NC1CCCCC1)N(Cc1ccc(F)cc1)C(=O)c1cnccn1 (stereo unspecified),u,-7%,5%,-18%,6%,-3,-18
O=P(O)(O)C(O)(Cn1ccnc1)P(=O)(O)O,x,x,x,x,1%,-3,-4
COc1ccc(CNC(=O)N[C@@H](CC(C)C)C(=O)O)cc1OC,0,-9%,1%,-12%,3%,-1,-9
CCCOc1ccc(/C=C/C(=O)Nc2ccc([N+](=O)[O-])cc2)cc1,-70*,-24%,-1%,-13%,-1%,-3,-15
CCOc1cc2c(cc1OCC)-n1cccc1C(c1cccc(F)c1)NC2 (stereo unspecified),58,58%,-9%,u,-16%,-1,-4
CCN(C(=O)CSc1nccc(=O)[nH]1)c1cccc2ccccc12,1,-12%,x,5%,x,x,x
COc1ccc(C)cc1NC(=O)c1ccc(S(=O)(=O)N2CCCCC2)cc1,u,-16%,4%,-7%,-9%,5,25*
Cc1csc2nc(CNC(=O)c3ccco3)cn12,127,2%,-1%,-6%,-1%,35*,56*
COc1ccc(-c2[nH]ncc2CN2CCCO2)c(F)c1,-6,1%,4%,4%,3%,-3,-2
Cc1ccc(-c2ccc(/C=C(\C#N)C(N)=S)n2C)cc1,89,-41%,2%,-8%,-5%,59*,61*
Cc1noc(NS(=O)(=O)c2ccc(NC(=O)c3ccc(Cl)c(S(=O)(=O)N(C)c4ccccc4)c3)cc2)c1C,-10,-44%,u,-13%,x,x,x
Cc1cccc(C)c1OCCNC(=O)OCc1ccccc1,19,-12%,2%,13%,0%,-3,9
O=S(=O)(NCC1OCCc2ccccc21)c1ccccc1 (stereo unspecified),30,-24%,2%,u,-2%,1,-4
CC(=O)NC(Cc1ccccc1)C(=O)OCC(=O)c1ccc(F)cc1 (stereo unspecified),27,0%,-15%,11%,4%,-3,21
S=C1CCC(c2ccc(Br)cc2)=NN1c1ccccc1,u,-46%,-7%,1%,-4%,-1,-8
COC(=O)CSc1nnc(-c2ccc(NS(=O)(=O)c3ccccc3)cc2)o1,30,-18%,u,6%,4%,2,-1
Cc1cc(C(=O)NCCCN2CC(C)CC(C)C2)n(-c2ccccc2)n1 (stereo unspecified),28,-18%,-1%,2%,-5%,-5,14
CC(C)C[C@H](NC(=O)c1nc[nH]c1C(=O)NC1CCNCC1)C(=O)OC(C)(C)C,-31,26%,0%,30%[activator],x,x,x
Cc1ccc2nc(SCC(=O)c3ccccc3)nc(=O)n2c1,39,-10%,0%,59%[activator],x,x,x
O=C(O)c1ccc(S(=O)(=O)N[C@H](Cc2ccc([N+](=O)[O-])cc2)C(=O)O)cc1,x,-14%,-11%,x,0%,3,-2
O=C(Nc1ccccc1N1CCOCC1)c1cc(Br)c(Br)s1,-18,-15%,-7%,16%,5%,-3,-3
SMILES,HCMV inh,AmpC inh no detg,AmpC detergent,AMA1 RON2 block,FBPA Giardia inh,CHX counter,Shiga inhibitor
CNC(=O)[C@@H]1CCC(=O)N1,-2,-17%,-6%,23%,x,x,x
COc1ccc(C(=O)NCc2ccc3c(c2)cc(C)n3C)cc1OC,-36,127%[activator],3%,-5%,-18%,8,6
CCCn1cc(CN2CCCC(C(=O)c3cccc(OC(C)C)c3)C2)c(C)n1 (stereo unspecified),-23,65%[activator],1%,2%,6%,-4,11
Cc1ccccc1COc1ccc2oc(C)c(C(=O)O)c2c1,-9,-20%,0%,4%,-18%,-1,-4
O=C1c2ccccc2C(=O)N1CCc1csc(-c2cccc(F)c2)n1,-31,-31%,u,29%,u,7,11
COc1ccc(C(=O)Nc2ccc(S(=O)(=O)Nc3onc(C)c3C)cc2)c(OC)c1,31,12%,0%,-4%,12%,3,33
COCCNC(=O)C(c1cccc(OC)c1)N(Cc1cccs1)C(=O)Cn1nnc2ccccc21 (stereo unspecified),-9,48%,6%,-7%,-2%,1,0
CCn1cc2nc(SCC(=O)Nc3ccccc3F)n(Cc3ccccc3)c(=O)c2n1,-19,48%,0%,-3%,x,-2,-4
CCOC(=O)Cn1nc(C)c([N+](=O)[O-])c1C,-5,-13%,2%,0%,3%,-2,-7
OCC[C@@H]1C[C@H](O)[C@@H](O)[C@]2(Cc3ccccc3CO2)O1,15,-16%,-14%,-8%,5%,1,-8
CC/C(=N\O)C(C)(C)/[N+]([O-])=C/c1ccc(Br)cc1,-7,-18%,-8%,6%,0%,-4,-8
CNC(=O)COc1cccc(C(=O)NCc2ccccc2)c1,u,-14%,-3%,-5%,4%,-1,-2
C[C@@H](C(=O)N1CCN(C(=O)OC(C)(C)C)CC1)n1cc(-c2cn([C@@H](C)C(=O)N3CCN(C(=O)OC(C)(C)C)CC3)nn2)nn1,x,-1%,0%,x,12%,4,-20
Cc1ccc(CSCCNC(=O)c2ccc(C)cc2)cc1,-8,-9%,1%,2%,0%,-1,-7
Cc1ccc(OCC(=O)NN=C2C3CC4CC(C3)CC2C4)cc1,-10,-23%,u,44%[activator],x,x,x
CCCCCCCSc1cc(OC)c(CCN(C)C)cc1OC,-26,235%[activator],4%,u,0%,-9,-18
CC1CCN(C(c2ccc(N(C)C)cc2)c2nnnn2C(C)(C)C)CC1 (stereo unspecified),20,40%,u,u,-2%,15,-5
CCNC(=O)CC1C(=O)N(c2ccc(F)cc2)C(=S)N1CCc1ccncc1 (stereo unspecified),17,13%,2%,32µM*,0%,13,-11
O=C(Cc1coc2ccc3ccccc3c12)Nc1nccs1,-24,-41%,-1%,-9%,3%,7,9
COCCNS(=O)(=O)c1cc(Br)ccc1OC,-1,-15%,2%,7%,2%,-1,-6
O=C(COC(=O)C1CC(=O)N(Cc2ccccc2)C1)Nc1ccccc1F (stereo unspecified),19,12%,-4%,-13%,6%,-1,-1
Cn1nnnc1SCC(=O)NCc1cc([N+](=O)[O-])ccc1O,-4,-28%,7%,7%,2%,-1,1
Cc1c(Cl)cnc(NC(=O)COC(=O)c2ccc(S(=O)(=O)NCc3ccco3)cc2)c1Cl,13,-41%,-11%,3%,-4%,0,-14
O=C1Nc2cccnc2N(C(=O)CCl)c2ccccc21,u,-3%,-6%,-15%,-1%,-2,22
CCCOc1ccc(N2CC(C(=O)NC(C)C)CC2=O)cc1 (stereo unspecified),13,0%,8%,0%,23%,3,13
SMILES,HCMV inh,AmpC inh no detg,AmpC detergent,AMA1 RON2 block,FBPA Giardia inh,CHX counter,Shiga inhibitor
Cc1ccc2nc(-c3ccc(NC(=O)c4ccco4)cc3)[nH]c2c1,-7,-32%,-2%,u,-15%,39*,75*
COC(C(=O)Nc1cccc(F)c1)c1ccccc1 (stereo unspecified),-30,-17%,-13%,0%,-2%,-1,-14
CCCCCCCCCC(=O)NNC(=O)c1c(O)c2ccccc2n(CC)c1=O,u,-18%,-5%,101%[activator],14%,-3,-12
O=C(O)c1ccccc1C1=Nc2ccc(O)cc2Oc2cc(O)ccc21,6,-18%,-15%,6%,-13%,-3,3
CCOc1ccc(-n2cc(C(=O)Nc3cccc(OC)c3)c3cc(OC)c(OC)cc3c2=O)cc1,30,109%[activator],u,-7%,-4%,1,-16
CCCCC(CC)CNC(=O)C(=O)c1ccccc1NC(C)=O (stereo unspecified),-32,25%,-14%,-11%,6%,-2,-14
CCCCCN(C(=O)CCC(=O)OCc1cccc(C)c1)c1c(N)n(CCCC)c(=O)[nH]c1=O,-7,-4%,-10%,-12%,x,x,x
O=C(Oc1ccc(N(Cc2cccs2)C2=NS(=O)(=O)c3ccccc32)cc1)c1ccccc1Cl,-6,-20%,1%,-16%,1%,-1,7
Cc1cc(NCCC(C)C)n2nc(C)c(-c3ccccc3)c2n1,12,33%,1%,42%[activator],-5%,16,37
O=C(CSc1nc2nc3c(cc2c(=O)n1-c1ccccc1)CCCC3)Nc1ccccc1,u,-23%,u,0%,7%,7,19
CC(=O)/C(N=Nc1cccc(C(F)(F)F)c1)=C(\C)O,-36,-17%,4%,13%,-1%,1,11
COc1ccc(CNC(=O)CCN2C(=O)c3ccncc3C2=O)cc1OC,0,-24%,6%,14%,0%,-3,-3
CCCNC(=O)c1ccccc1NC(=O)COc1ccc(OC)cc1,5,3%,4%,-6%,0%,-1,-4
COc1ccc(/C=N/NC(=O)C(C)n2cnc3ccccc3c2=O)cc1 (stereo unspecified),u,-28%,u,1%,2%,-3,-6
O=[n+]1cc(-c2ccccc2)n([O-])c2c1CCC2,-19,-17%,-9%,0%,6%,15,-7
CCOC(=O)c1nn(-c2ccccc2)c2nc(Nc3ccccc3)cc(=O)n12,-7,38%,-12%,-11%,7%,-2,-20
Cc1ccnc(NC(=O)c2ccc(S(=O)(=O)N3CCCCCC3)cc2)c1,-34,-10%,-3%,-11%,x,x,x
Cc1[nH]c2c(Cl)cccc2c1CCN,x,-11%,u,-18%,-7%,-6,-5
CCc1ccc(CN2C(=O)c3ccccc3C2C(=O)NCc2cccnc2)cc1 (stereo unspecified),-32,7%,2%,1%,1%,5,-11
CCc1ccccc1NC(=S)N(CCN(C)C)C(C)c1cccnc1 (stereo unspecified),78,-3%,2%,5%,0%,-6,-2
CC(=O)Nc1nonc1NC(C)=O,-17,116%[activator],u,5%,1%,-3,-17
Cc1ccc(Nc2nc(C(=O)NCC3CCCO3)cs2)cc1 (stereo unspecified),15,-8%,5%,-8%,-3%,24*,51*
Cc1ccccc1C(OCCN(C)C)C1CCCCC1 (stereo unspecified),-21,25%,-4%,-13%[11.6 µM],-21%,-4,-12

# Sorted by molecular weight (highest first): six of the compounds above.
SMILES,HCMV inh,AmpC inh no detg,AmpC detergent,AMA1 RON2 block,FBPA Giardia inh,CHX counter,Shiga inhibitor
CCOc1ccc(-n2cc(C(=O)Nc3cccc(OC)c3)c3cc(OC)c(OC)cc3c2=O)cc1,30,109%[activator],u,-7%,-4%,1,-16
O=C(CSc1nc2nc3c(cc2c(=O)n1-c1ccccc1)CCCC3)Nc1ccccc1,u,-23%,u,0%,7%,7,19
COc1ccc(CNC(=O)CCN2C(=O)c3ccncc3C2=O)cc1OC,0,-24%,6%,14%,0%,-3,-3
CCc1ccccc1NC(=S)N(CCN(C)C)C(C)c1cccnc1 (stereo unspecified),78,-3%,2%,5%,0%,-6,-2
O=C(O)c1ccccc1C1=Nc2ccc(O)cc2Oc2cc(O)ccc21,6,-18%,-15%,6%,-13%,-3,3
Cc1[nH]c2c(Cl)cccc2c1CCN,x,-11%,u,-18%,-7%,-6,-5
